# RAD52 anneal inh: RAD52 (human) annealing inhibition | P43351 | recombinant RAD52 DNA annealing, FRET fluorescence | inhibition, % at 18.7 µM | 0.46% of 360,000 active;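 active = every replicate showing at least 50% inhibition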
# Target sequence (P43351 whole entry, looked up): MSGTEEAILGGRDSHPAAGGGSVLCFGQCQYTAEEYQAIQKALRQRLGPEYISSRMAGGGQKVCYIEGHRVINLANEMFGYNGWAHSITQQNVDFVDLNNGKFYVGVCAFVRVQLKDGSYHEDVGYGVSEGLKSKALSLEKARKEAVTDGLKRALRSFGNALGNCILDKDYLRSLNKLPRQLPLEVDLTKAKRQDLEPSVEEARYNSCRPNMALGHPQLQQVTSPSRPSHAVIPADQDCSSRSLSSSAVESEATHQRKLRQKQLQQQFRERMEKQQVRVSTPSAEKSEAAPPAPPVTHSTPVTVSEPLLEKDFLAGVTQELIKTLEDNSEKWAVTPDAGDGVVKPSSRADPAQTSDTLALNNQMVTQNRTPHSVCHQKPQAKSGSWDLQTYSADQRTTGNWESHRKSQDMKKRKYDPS
# ERp5 inh: inhibitors of human ERp5; ERp5 insulin aggregation, absorbance 650 nm, 90 min; inhibition, % at 9.99 µM; 0.05% of 350,000 active; AID 651711;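 active = mean replicate inhibition above about 25%, with every replicate also reaching it, limit read from the data, passing the limit was not always enough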
# Target sequence (Q15084 whole entry, looked up): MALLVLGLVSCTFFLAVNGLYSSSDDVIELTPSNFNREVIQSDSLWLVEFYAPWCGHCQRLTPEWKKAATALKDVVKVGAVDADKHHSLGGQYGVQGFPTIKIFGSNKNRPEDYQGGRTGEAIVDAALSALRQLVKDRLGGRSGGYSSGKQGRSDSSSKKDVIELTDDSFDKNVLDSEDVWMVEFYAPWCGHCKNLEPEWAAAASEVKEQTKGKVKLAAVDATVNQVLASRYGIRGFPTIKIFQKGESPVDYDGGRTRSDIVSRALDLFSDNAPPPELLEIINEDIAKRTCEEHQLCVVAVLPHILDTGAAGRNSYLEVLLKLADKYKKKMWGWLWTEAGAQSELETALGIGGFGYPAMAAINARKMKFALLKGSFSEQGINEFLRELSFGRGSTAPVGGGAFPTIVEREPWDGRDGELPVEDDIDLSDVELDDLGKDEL
# S100A4 inh HTS: blocks human S100A4 binding to myosin IIA peptide | S100A4/TAMRA-MyoIIA peptide fluorescence polarization | inhibition, % at 10.7 µM | P26447 | AID 652163 | 0.14% of 360,000 active;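 active = mean inhibition of at least 70% across replicates, with every replicate also reaching that level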
# Target sequence (P26447 whole entry, looked up): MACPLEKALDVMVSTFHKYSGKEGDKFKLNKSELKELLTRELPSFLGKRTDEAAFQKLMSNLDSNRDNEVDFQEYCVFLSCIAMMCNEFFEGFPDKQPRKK
#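 incubation = readout 5 min after mixing, signal stable up to 60 min | system = S100A4 monomer protein | buffer or medium = HEPES pH 7.2 with CaCl2, KCl, NaCl, DTT, Triton | benchmarks = neutral control DMSO, positive control TFP | also added = fluorescent myosin IIA peptide, 5 nM | compound dosing = one concentration per compound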
# E-selectin induc: E-selectin induction on HUVECs. P16581. 0.37% of 260,000 active. HUVEC E-selectin immunofluorescence imaging; normalized: neutral wells 0, TNF-alpha wells 100. activation, % at 7.58 µM;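 active = mean E-selectin-positive cell signal at least 10% of the positive control, reached in at least 60% of replicates, without over 20% cell loss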;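 note: in these data hits start at about 27%; measured in HUVEC primary endothelial cells; signal is the percent of cells scored E-selectin positive by PE staining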
#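 assay system = HUVEC, human umbilical vein endothelial cells | input = 3,000 HUVEC seeded per well | medium = EGM-2 growth medium on 0.1% gelatin-coated wells | dosing = one compound dose added by pin transfer | signal = immunofluorescence imaging | read-out basis = % PE-positive cells | control set = TNF-alpha, DMSO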
# esBAF inh: blocks esBAF chromatin remodeling in mouse ES cells. Bmi1-luciferase knock-in reporter, 24 h; 100% = twice the neutral-well signal. reporter increase, % at 12.5 µM. 2% of 350,000 active. AID 602393; in the data active = activation above about 40%;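 note: 0% = median of the plate's neutral control wells and 100% = double that signal; a rise in the Bmi1 reporter signal indicates esBAF inhibition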
# ERAP1 inh: inhibitors of human ERAP1 aminopeptidase; Q9NZ08; recombinant ERAP1, Leu-AMC fluorescence, 60 min; inhibition, % at 10.7 µM; 0.15% of 340,000 active;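 active = mean replicate inhibition of at least 30%, or all replicates individually reaching that 30% level; inactive = mean below 30% and not every replicate reaching it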;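 note: 0% = neutral control wells and 100% = L-leucinethiol positive control wells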
# RAD54 branch: inhibitors of human RAD54 branch migration; 0.14% of 360,000 active; AID 602329; Q92698; inhibition, % at 10.4 µM; RAD54 Holliday junction branch migration, FAM/BHQ fluorescence;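 active = mean normalized replicate activity at least 40 and at least half of replicates scoring 40 or more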;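 note: 0% = median of neutral control wells and 100% = median of positive control wells; inhibitors cause a drop in the FAM fluorescence signal; in these data hits start at about 50%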
# XiGFP reactiv: reactivates the inactive X chromosome in mouse fibroblasts; XiGFP mouse fibroblasts, % GFP-positive cells imaging, 3 d; cells co-treated with 5-aza-dC sensitizer; scaled so ellipticine positive control = 100%; activation, % at 7.58 µM; 0.055% of 360,000 active;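 active = mean normalized replicate activation at least 10% and every replicate at or above 10%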;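 note: 0% = median of on-plate neutral control wells and 100% = ellipticine 6 µM median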
#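 material = 68-5-11 XiGFP fibroblast line | medium = DMEM plus 5-aza-dC sensitizer | schedule = 3 days compound exposure | benchmarks = positive control ellipticine, 6 µM final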
# * marks the source's active call; other numbers are inactive results; nt = no result given.
Molecule	RAD52 anneal inh	ERp5 inh	S100A4 inh HTS	E-selectin induc	esBAF inh	ERAP1 inh	RAD54 branch	XiGFP reactiv
COc1ccc(-c2cc(C(F)(F)F)n3ncc(C(=O)N4CCc5ccccc5C4)c3n2)cc1	-8.0	-4.4	-10.8	2.7	nt	-0.5	nt	0.2
NCCCC[C@@H](C(=O)N1CCNCC1)n1cc(CN)nn1	4.7	3.8	1.4	nt	-7.2	4.7	18.6	0.0
CCC(=O)NC(=S)Nc1cc(C(=O)O)ccc1OC	-11.0	0.6	-2.6	nt	-8.5	-10.9	-7.4	0.0
CCC(C)NC(=O)CC1Oc2ccc(Cl)cc2NC1=O (configuration not stated)	-13.7	-2.0	2.7	0.2	-23.5	1.6	-0.4	0.1
Cc1ccc(S(=O)(=O)N(C)C)cc1[N+](=O)[O-]	-7.8	9.3	-9.6	0.4	3.6	nt	nt	0.2
CCc1nc2c(OCc3cccc(Cl)c3)cccn2c1N(C)C(=O)CC(C)C	-35.1	-1.1	-1.0	-0.2	0.5	-3.8	3.9	0.0
COc1ccc(S(=O)(=O)Nc2ccc3c(c2)C(=O)N([C@H](C)CO)C[C@@H](C)[C@H](CN(C)S(=O)(=O)c2ccc(C)cc2)OCCCC[C@@H](C)O3)cc1	-40.5	5.7	-4.8	nt	0.6	-1.2	0.7	0.0
COc1ccc(OC)c(CCNC(=O)c2ccc3c(=O)[nH]c4c(C(=O)NC(C)C)sc(=S)n4c3c2)c1	-11.5	3.3	40.7	0.1	-3.8	1.1	-3.4	0.0
O=C(NCc1cccnc1)c1ccc(S(=O)(=O)N2CCOCC2)cc1	-18.1	2.9	-12.2	nt	-4.4	7.9	-4.2	nt
Cc1cccc(NC(=O)c2nc[nH]c2C(=O)NCCCCCCNC(=O)c2[nH]cnc2C(=O)Nc2cccc(C)c2)c1	-24.3	3.9	0.3	0.0	-3.8	-1.3	5.1	0.0
CCN1CCN(C(=O)N2CCOCC2)CC1	-1.2	0.3	-24.7	nt	nt	-0.3	nt	0.4
COc1ccc(/C(C)=N/NC(=O)CNC(=O)/C=C\c2ccco2)cc1	3.0	6.5	0.0	nt	1.9	-0.7	-3.1	1.5
C[C@H](NC(=O)N(C)C[C@H]1OCc2ccccc2-c2c(n(C)c3ccccc23)C(=O)N([C@H](C)CO)C[C@@H]1C)c1ccccc1	13.9	4.9	12.4	-0.5	-0.6	5.5	3.1	0.2
O=C(c1ccc(Cl)cc1)N1CCC(C(=O)N2CCCc3ccccc32)CC1	-2.5	4.4	-0.9	nt	3.6	2.0	4.6	0.4
COc1ccc(C(=S)N2CCCC2)cc1C	-20.4	7.9	2.8	nt	3.5	0.6	-4.4	nt
C=C(NC(C)=O)c1c(F)cccc1F	-7.4	0.9	2.9	0.5	-2.6	1.7	1.5	-0.1
CCC(=O)Nc1ccc(C(=O)CN2C(=O)NC3(CCOc4ccccc43)C2=O)cc1 (configuration not stated)	-12.7	0.5	-3.4	0.1	-3.3	6.3	-0.6	-1.1
Cc1ccc2cccc(S(=O)(=O)NC3CCS(=O)(=O)C3)c2n1 (configuration not stated)	-9.1	3.9	-3.9	nt	-6.7	-1.9	3.2	nt
O=C(c1cnc(Cc2c[nH]c3ccccc23)c(I)c1)N1CCN(Cc2ccccc2)CC1	-7.3	10.8	-1.7	-1.5	0.7	nt	-9.6	0.0
N#CCOC(=O)C1CSC2(c3ccc(Br)cc3)CCC(=O)N12 (configuration not stated)	3.6	2.4	-0.9	nt	nt	0.0	nt	1.2
CN(C(=O)CN1C(=O)c2cccc(N)c2C1=O)C1CCCCC1	-18.3	1.8	3.3	nt	2.6	-27.2	-4.5	0.1
O=C(C[C@@H]1C[C@H]2c3cc(NC(=O)Cc4ccncc4)ccc3O[C@H]2[C@@H](CO)O1)NCC1CC1	-2.8	-0.8	4.7	-0.1	-3.1	0.0	-4.7	0.1
CCCC#Cc1ccc2c(c1)O[C@@H](CN(C)C(=O)c1ccccc1F)[C@H](C)CN([C@@H](C)CO)S2(=O)=O	0.8	-3.7	1.4	0.0	-1.0	-4.2	8.2	0.6
Cc1ccc2cc(CCNS(=O)(=O)c3ccc(Br)cc3)c(=O)[nH]c2c1C	-13.5	-1.7	-10.8	0.3	0.0	-0.3	-0.7	0.4

# Limited to RAD52 anneal inh, for some of the entries so far:
molecule	RAD52 anneal inh
CN(C(=O)CN1C(=O)c2cccc(N)c2C1=O)C1CCCCC1	-18.3
O=C(C[C@@H]1C[C@H]2c3cc(NC(=O)Cc4ccncc4)ccc3O[C@H]2[C@@H](CO)O1)NCC1CC1	-2.8

# The list continues:
Molecule	RAD52 anneal inh	ERp5 inh	S100A4 inh HTS	E-selectin induc	esBAF inh	ERAP1 inh	RAD54 branch	XiGFP reactiv
C[C@H]1CCCCO[C@@H](CN(C)C(=O)Nc2ccc(F)cc2)[C@@H](C)CN([C@@H](C)CO)C(=O)c2cc(NC(=O)Nc3ccccc3)ccc2O1	41.0	-1.6	13.6	0.0	0.0	-0.6	24.1	0.3
Cn1c(SCC(=O)NNC(=O)c2ccccc2)nnc1C(F)(F)F	-2.1	6.9	-2.6	nt	-6.1	-0.3	3.1	0.3
Cc1cc(-c2nc(C)c(C(=O)NN)s2)no1	-29.3	-3.7	3.0	nt	3.1	-1.2	nt	0.1
COc1ccccc1NC(=O)C(C)OC(=O)CCCOc1ccccc1 (configuration not stated)	-7.1	-1.1	3.9	-2.3	nt	2.4	nt	0.0
CN(CC(=O)Nc1cccc(F)c1)CC(=O)Nc1ccccc1[N+](=O)[O-]	-5.7	0.2	-0.1	-1.1	12.8	19.6	-1.7	0.0
COc1ccc(/C=N/NC(=O)C(=O)N2CCCCCC2)cc1[N+](=O)[O-]	-7.4	2.5	-2.2	nt	-4.2	1.2	-4.1	0.2
O=C(COC(=O)c1cccc(OC(F)F)c1)Nc1cccc(S(=O)(=O)N2CCCC2)c1	-8.7	-9.9	-4.2	0.3	-7.3	-2.0	14.6	-0.1
Cc1noc(C)c1NC(=O)Nc1ccc2c(c1)C(=O)N([C@H](C)CO)C[C@@H](C)[C@H](CN(C)Cc1ccccc1)OCCCC[C@@H](C)O2	-3.4	5.5	-7.2	-0.1	1.3	0.8	-4.4	0.0
Cc1cccc(-c2ccc([C@H]3[C@H]4CN(S(=O)(=O)c5ccccc5C)CCCCN4[C@H]3CO)cc2)c1	-14.0	-1.9	4.0	-0.1	nt	3.2	6.4	0.0
C=CCn1c(O)c(C=Nc2ccc(CN3CCCCC3)cc2)c(=O)[nH]c1=S	-37.8	-0.3	-4.4	-0.1	nt	3.6	5.2	0.2
CCC(=O)N[C@@H]1CC[C@H](CC(=O)NCc2ccccc2F)O[C@H]1CO	-18.4	-4.7	-22.6	0.0	-0.4	-4.1	-2.2	0.2
Cc1ccc(S(=O)(=O)N[C@@H]2CCCN(Cc3cccc(OCCO)c3)C2)cc1	-38.1	2.1	-2.5	nt	nt	nt	-32.4	nt
COc1ccc(S(=O)(=O)Nc2c(C)n(C)n(-c3ccccc3)c2=O)cc1C(=O)O	-9.0	2.8	0.0	0.1	-9.3	-0.4	-1.2	0.3
C/C=C/C(=O)Nc1nnc(C2CCCCC2)s1	-15.8	2.7	-5.9	-1.2	4.6	0.5	-2.9	0.0
CSc1sc(C(=O)N2CCc3ccccc32)cc1S(=O)(=O)C(C)C	-19.1	2.7	-0.3	-0.1	nt	-2.4	8.1	0.0
O=C(CC(=O)N/N=C\c1ccc([N+](=O)[O-])cc1)NCCc1ccccc1	-21.6	-4.7	-9.2	6.0	-0.1	-4.0	0.0	0.0
CC(C)CC(NC(=O)OC(C)(C)C)C(=O)O (configuration not stated)	-4.4	-0.2	1.3	-0.2	nt	-2.0	nt	0.0
COc1ccc(OC(=O)c2cnc3n(c2=O)CCS3)cc1	-12.4	1.6	-2.3	0.1	1.1	-1.4	-4.4	0.4
COC(=O)c1ccc(OCC(=O)NC2CCCCCC2)cc1	-12.8	-2.2	6.9	-0.8	nt	-5.2	-1.5	0.1
Cc1ccnc(NS(=O)(=O)c2ccc(NC(=O)c3ccc4c(c3)OCCO4)cc2)n1	-7.0	2.7	-0.3	2.1	nt	-0.3	nt	0.2
CN(C)S(=O)(=O)c1ccc(/C(O)=C2/C(=O)C(=O)N(CCN3CCCCC3)C2c2cccnc2)cc1 (configuration not stated)	-8.2	-0.2	3.8	0.9	nt	1.6	nt	-0.1
CC(=O)Nc1ccc(Nc2nc3c(S(=O)(=O)c4ccc(C)c(C)c4)nnn3c3ccccc23)cc1	-20.9	-7.6	-17.1	nt	nt	-0.1	nt	0.3
COc1cccc(NC(=O)CN(C)C(=O)c2sc3cc(Cl)ccc3c2Cl)c1	-9.0	5.0	-4.1	0.4	-5.2	4.0	-8.1	0.7
CC(CCc1ccccn1)(CCc1ccccn1)C(=O)c1ccccc1	-36.5	-5.5	-2.8	-1.3	-8.7	2.6	-10.8	0.0
O=C(CCCSc1ccc(Cl)cc1)Nc1cc(S(=O)(=O)N2CCOCC2)ccc1O	-26.5	3.3	-3.0	nt	-2.7	0.1	-12.7	-0.1
Cc1nc(NC(=O)c2cccc(Cl)c2)sc1C(=O)N1CCCCC1	-12.1	1.2	1.2	nt	25.0	0.7	-0.7	0.0
Cc1cccc(CN2CCN(C3CN(Cc4cn(Cc5ccccc5F)nn4)S(=O)(=O)C3)CC2)c1 (configuration not stated)	-11.2	6.7	0.3	0.3	-4.9	-2.1	2.1	0.2
CCC(=O)N(C)C[C@H]1Oc2ncc(-c3ccc(C(=O)N(C)C)cc3)cc2C(=O)N([C@@H](C)CO)C[C@H]1C	2.2	-1.4	111.0*	0.1	-2.4	-2.4	-3.8	0.1
CC(=O)Nc1cccc(NC(=O)C2CC(=O)N(c3ccc(C)cc3)C2)c1 (configuration not stated)	2.1	4.1	-17.7	nt	-6.0	-0.2	-2.4	nt
CCCNC(=O)[C@H]1[C@H](CO)[C@H]2Cn3c(ccc(-c4ccccc4F)c3=O)[C@@H]1N2CC1CC1	-8.1	-3.1	0.5	0.2	5.4	-1.2	-2.2	0.1
Cc1nn(CCOc2cccc(Cl)c2)c(C)c1[N+](=O)[O-]	1.5	3.8	0.0	nt	-8.2	0.2	6.7	0.0
CC(=NNC(=O)c1cc(C)oc1C)c1ccc(Br)s1	-4.6	-8.9	2.9	nt	8.9	-5.2	-3.1	0.0
CCN1C(=O)[C@H]2[C@H]3CN=C(SCc4ccc(C)cc4)N3[C@@](CC)(C(=O)OC)[C@H]2C1=O	-0.9	-2.5	-1.2	0.0	-0.6	0.1	-5.7	0.2
COC(=O)c1cnc(Nc2nc(C(N)c3ccccc3Cl)cs2)nc1C(F)(F)F (configuration not stated)	-42.0	3.7	0.3	1.6	-5.8	-2.0	-2.3	0.0
COc1ccc(C(=O)NCC(=O)N/N=C/c2ccc([N+](=O)[O-])s2)cc1OC	-1.2	1.7	-1.1	nt	nt	3.9	nt	0.1
COCCOc1cc(NCc2ccccc2)c2ncn(C(C)C)c2c1	-20.5	3.3	-7.8	0.1	-5.3	-0.2	-2.7	-0.1
C#CCOc1ccc(/C=N/O)cc1Cl	-3.3	4.5	-3.1	nt	nt	-1.1	nt	-0.2

# Screening results (PubChem)
